Source: PubChem (several laboratories)
SRC1 inh = SRC1 coactivator transcriptional activity inhibitors, primary screen, cell-based, luminescence; Nuclear receptor coactivator 1 (Homo sapiens), Q15788; HEK293 GAL4-SRC1 luciferase reporter; inhibition, % at 3.6 µM; 360,000 tested, 0.12% active; AID 588354, 2011;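 active = inhibition above the campaign mean plus 3 SD, with each screening campaign given its own cutoff, cut at about 60% in these data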;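 note: 0% = DMSO treated cells and 100% = gossypol at 36 µM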
SRC3 inh = SRC3 coactivator transcriptional activity inhibitors, primary screen, cell-based, luminescence; HEK293 GAL4-SRC3 luciferase reporter; 360,000 tested, 0.17% active; inhibition, % at 3.6 µM; Nuclear receptor coactivator 3 (Homo sapiens), Q9Y6Q9;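 active = inhibition above a per-campaign cutoff, the mean of all compounds plus 3 SD, cut at about 60% in these data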;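 note: 0% = DMSO-treated cells and 100% = gossypol-treated cells at 36 µM; higher means less SRC3-driven luciferase light from the GAL4 reporter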
EBV LMP1 NFkB = EBV LMP1-driven NF-kappaB luciferase reporter inhibitors, primary screen, cell-based, luminescence, single point; AID 504558, 2011; LMP1-induced NF-kappaB luciferase reporter cells; inhibition, % at 12.5 µM; 350,000 tested, 0.69% active; in the data active = inhibition above about 41%;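 note: 0% = neutral control wells and 100% = reference inhibitor control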
TROY NFkB inh = inhibitors of TROY-driven NF-kB signaling, primary screen, Q293 LMP1-TROYcd cells, NF-kB luciferase, uHTS | 360,000 tested, 0.98% active | AID 1347056, 2019 | Q293 LMP1-TROYcd NF-kB luciferase reporter, 4 h | inhibition, % at 10 µM;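 active = compounds whose plate-normalised and pattern-corrected inhibition of the luciferase reporter signal at the single screening dose is 50% or more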
NR2F2 inh = NR2F2 transcriptional activity inhibitors, primary screen, cell-based, luciferase reporter, HEK293T, luminescence; COUP transcription factor 2 (Homo sapiens), P24468; HEK293T NGFI-A luciferase reporter; inhibition, % at 8.6 µM; 370,000 tested, 0.7% active;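 active = inhibition above a per-plate cutoff, mean inhibition of test wells between control levels plus 3 SD, cut at about 38% in these data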;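 note: cells cotransfected with COUP-TFII expression vector driving the NGFI-A reporter; 0% = median of COUP-TF2 test wells and 100% = reporter-only cells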
SRC2 inh = inhibition of GAL4-SRC2 driven luciferase reporter, primary screen, SRC2 inhibitor project, cell-based, luminescence; HEK293 GAL4-SRC2 luciferase reporter; AID 651957, 2012; 370,000 tested, 0.17% active; inhibition, % at 9 µM;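 active = inhibition above the mean inhibition of all tested compounds plus 3 SD, set per campaign, cut at about 52% in these data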;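 note: 0% = DMSO treated cells and 100% = cells given Gossypol at 36 µM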
TWEAK Fn14 block = inhibitors of TWEAK-Fn14 signaling, primary screen, luciferase reporter cells, uHTS. TWEAK-stimulated Fn14 reporter cells, luciferase luminescence, 8 h. inhibition, % at 10 µM. 360,000 tested, 2% active. AID 1159606, 2016; in the data active = inhibition above about 50%
KKLEB cytotox = cytotoxicity in KKLEB CF airway cells, primary screen, cytotoxicity control for CF NF-kB inhibitor project, cell-based, uHTS, fluorescence assay plates | KKLEB CF airway cells viability, ATPlite luminescence, overnight; stronger effect = lower value; cells stimulated with P. aeruginosa culture filtrate | activity change (cytotoxicity), % at 5 µM | 360,000 tested, 0.36% active | AID 602141, 2011;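 active = corrected activity change at or below -50% at 5 µM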
CF NFkB inh = inhibitors of PAF-induced NF-kB signaling, primary screen, cell-based, GFP fluorescence, uHTS; KKLEB NF-kB-GFP reporter, GFP fluorescence overnight; inhibition, % at 5 µM; 360,000 tested, 0.86% active; AID 588850, 2011;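 active = at least 50% inhibition at 5 µM, scaled per plate between neutral and stimulator controls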;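 note: PAF is a Pseudomonas aeruginosa culture filtrate used as stimulus; plate controls were PAF-stimulated DMSO wells for no effect and unstimulated DMSO wells for full effect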
LRH-1 inv ag = LRH-1 (NR5A2) inverse agonists, primary screen, cell-based, luminescence, HEK293T, StAR-luciferase reporter | AID 602396, 2012 | inhibition, % at 3.6 µM | LRH-1 transfected, 24 h | Nuclear receptor subfamily 5 group A member 2 (Homo sapiens), O00482 | 360,000 tested, 0.13% active;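 active = inhibition above the mean inhibition of all tested compounds plus 3 SD, cut at about 73% in these data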;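 note: 0% = DMSO wells and 100% = reporter-only cells lacking LRH-1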
C8 TRAIL sens = viability loss with TRAIL in NB7+C8 cells, primary screen, TRAIL sensitizer project, cell-based, ATPlite luminescence; 360,000 tested, 1% active; inhibition (viability loss, TRAIL sensitization), % at 10 µM;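 active = compounds causing at least 50% loss of cell viability in the single-dose screen, relative to plate controls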
An asterisk follows results filed as active; . = not tested or not shown.

Fields – KKLEB cytotox | TWEAK Fn14 block | SRC1 inh | LRH-1 inv ag | CF NFkB inh | SRC3 inh | TROY NFkB inh | NR2F2 inh | EBV LMP1 NFkB | C8 TRAIL sens | SRC2 inh
CCOC(=O)NC(=O)CSc1ccc2ccccc2n1
 : 6.9 | 4.3 | 8.5 | 9.4 | 1.2 | -1.3 | -20.1 | -8.8 | 4.3 | 0.0 | -44.2
C[C@H](CO)N1C[C@H](C)[C@@H](CN(C)S(=O)(=O)c2ccc(F)cc2)Oc2c(NS(=O)(=O)c3ccc(F)cc3)cccc2C1=O
 : 6.8 | 28.6 | -26.0 | 2.0 | 12.4 | 7.5 | -1.1 | -1.7 | 2.6 | 2.0 | 18.1
Cc1nc(SCC(=O)c2c[nH]c3ccccc23)n[nH]1
 : -1.3 | 1.4 | -37.8 | 14.0 | -6.0 | -3.2 | -13.7 | -3.4 | -13.9 | -12.1 | 1.4
Cc1cc(Nc2ccc(F)cc2C)n2ncnc2n1
 : -4.5 | 16.8 | 0.5 | -4.0 | -3.1 | 8.8 | -5.7 | -6.2 | 7.9 | 11.0 | -52.0
COc1cc(C(=O)NC2CCN(CC(=O)NC3CCCCC3C)CC2)cc(OC)c1OC (centres undefined)
 : 1.1 | -13.0 | -28.9 | 3.9 | 7.4 | -6.5 | -6.1 | 1.8 | -0.5 | -6.7 | -2.4
CC(C)(C)OC(=O)N1CCC[C@H]1c1nnc(SCC(=O)Nc2ccc(Br)cc2)o1
 : -21.7 | -2.8 | -9.9 | -2.0 | 5.4 | 19.1 | -15.1 | 5.8 | 0.7 | 8.9 | -17.8
NC1=NCc2ccccc21
 : 1.6 | -9.4 | 3.7 | -0.5 | -6.4 | 3.5 | -6.2 | -0.3 | -12.0 | -9.8 | -3.2
COc1cccc(N(CC(=O)Nc2cccc(F)c2)S(C)(=O)=O)c1
 : -6.8 | -5.8 | 1.1 | -11.2 | -1.1 | -11.7 | -5.4 | 3.0 | -3.7 | -6.8 | -41.3
CCOC(=O)c1c(OCCO)nn(-c2ccccc2)c1N
 : -4.1 | -10.2 | -11.4 | -4.3 | -13.0 | 5.6 | 12.2 | -1.0 | -2.6 | 1.4 | 2.9
Cc1cc(=O)n2nc(N3CCCC(C(=O)NCc4ccc(F)cc4)C3)sc2n1 (centres undefined)
 : 18.3 | 6.1 | -5.6 | -1.7 | 3.5 | -3.2 | 7.9 | 0.1 | -1.1 | -11.5 | -11.9
CC(C)(C)c1ccc(CC(=O)N2CCC2(C)C(=O)NCc2ccc(Cl)cc2)cc1 (centres undefined)
 : -5.0 | 5.3 | -1.0 | 7.6 | 11.3 | -1.8 | 9.3 | 20.4 | . | -8.0 | 0.3
Cc1cccc(C)c1OCC(=O)Nn1c(=O)[nH]c2ccccc2c1=O
 : 16.4 | -3.4 | 1.9 | -11.4 | -7.3 | 4.8 | 1.7 | -7.0 | -1.5 | -13.6 | 4.5
COc1cc(OC)c(N(C)S(=O)(=O)c2cccc(C(=O)OCc3c(C)noc3C)c2)cc1Cl
 : 12.5 | -6.7 | 2.1 | 5.8 | -7.7 | 13.3 | -15.0 | 18.5 | -11.7 | 1.4 | -13.9
CCC(CC)C(=O)Nc1c(C(=O)N2CCN(c3ccccc3)CC2)oc2ccccc12
 : -9.7 | -18.7 | 12.4 | 4.0 | -2.3 | 17.8 | -1.1 | 5.2 | -1.0 | -0.5 | -8.4
O=C(NNC(=O)C1CCCCC1)c1ccco1
 : -1.9 | 12.1 | 0.1 | -1.7 | -6.4 | -3.5 | -6.1 | 2.0 | -2.6 | -4.3 | 9.4

Next part; the last 2 above are carried over.
Fields – KKLEB cytotox | TWEAK Fn14 block | SRC1 inh | LRH-1 inv ag | CF NFkB inh | SRC3 inh | TROY NFkB inh | NR2F2 inh | EBV LMP1 NFkB | C8 TRAIL sens | SRC2 inh
CCC(CC)C(=O)Nc1c(C(=O)N2CCN(c3ccccc3)CC2)oc2ccccc12
 : -9.7 | -18.7 | 12.4 | 4.0 | -2.3 | 17.8 | -1.1 | 5.2 | -1.0 | -0.5 | -8.4
O=C(NNC(=O)C1CCCCC1)c1ccco1
 : -1.9 | 12.1 | 0.1 | -1.7 | -6.4 | -3.5 | -6.1 | 2.0 | -2.6 | -4.3 | 9.4
COc1ccc(CCN2C(=O)CC(NNC(=O)c3ccccc3Br)C2=O)cc1 (centres undefined)
 : 9.7 | 1.8 | -6.9 | -13.0 | -4.3 | 10.4 | -6.9 | -8.2 | 3.8 | -3.3 | 5.5
CC(Sc1nnc2n1CCCCC2)C(=O)Nc1ccccc1[N+](=O)[O-] (centres undefined)
 : 7.6 | 8.0 | -7.1 | -13.6 | -4.8 | 13.8 | -8.0 | 1.8 | -8.6 | -16.0 | -12.8
O=C(NC1CCCCC1)C(c1cc2ccccc2o1)N1CCOCC1 (centres undefined)
 : 19.1 | 0.0 | 3.7 | 6.4 | -19.4 | 6.3 | -15.3 | -21.0 | . | -4.2 | 6.4
COC(=O)c1ccc(C2C(C(=O)c3cc4ccccc4o3)=C(O)C(=O)N2c2cc(C)on2)cc1 (centres undefined)
 : -7.8 | -16.6 | -2.2 | 11.0 | 20.1 | 1.2 | -17.0 | -19.2 | 6.6 | -6.7 | -4.3
COc1ccc(-c2cc(=O)oc3cc(OCC(=O)NCC4CCC(C(=O)O)CC4)ccc23)cc1 (centres undefined)
 : -3.1 | 4.6 | -21.4 | -8.9 | 7.8 | 2.9 | -26.9 | 8.5 | -6.8 | -6.0 | 4.6
O=C(COC(=O)CNC(=O)C1CCCCC1)Nc1ccc2ccccc2c1
 : -5.8 | -13.8 | -18.0 | -3.8 | -3.3 | 0.6 | -8.5 | -13.1 | -7.5 | -9.3 | -7.3
COc1ccc2[nH]c3c(c2c1)CCN1C(=O)C(CC(=O)NCc2cccc(C(F)(F)F)c2)C[C@H](C(=O)N2CCCCC2)[C@@]31CCc1ccccc1 (some centres undefined)
 : -24.4 | 35.4 | 5.3 | -9.4 | 13.4 | 9.9 | 8.8 | 7.3 | 12.9 | 13.8 | -5.1
COc1ccc(CN(C)CC(=O)NC2CCCc3ccccc32)cc1OC (centres undefined)
 : -16.4 | 12.2 | 7.7 | -1.0 | 2.0 | 0.2 | 3.0 | 5.7 | 7.9 | -6.4 | 16.2
COc1ccc(C2=[N+](C)CCn3cccc32)c(OC)c1
 : -12.6 | 10.2 | 11.1 | 0.1 | 10.3 | 13.1 | -3.0 | 12.0 | 0.9 | 18.8 | 4.5
O=C(COC(=O)c1c2ccccc2cc2ccccc12)NCC(F)(F)F
 : -10.5 | -11.3 | -1.7 | 9.5 | -9.0 | -3.7 | -22.0 | 4.7 | 6.7 | 1.3 | -9.0
CC1(C)CC(=O)C2=C(C1)NC(=O)NC2c1ccccc1 (centres undefined)
 : -8.3 | 16.4 | 15.9 | 0.1 | -7.0 | 18.2 | 21.6 | 0.1 | -3.6 | -7.6 | 9.7
CC(=O)N1CCN(C(=O)c2cc3c(s2)CCC(C)C3)CC1 (centres undefined)
 : 1.5 | 13.5 | -38.9 | -59.8 | 29.2 | -31.2 | -14.5 | -29.6 | -4.6 | 14.5 | -16.7
Nc1cc(F)ccc1N1CCCCCC1
 : 8.3 | 1.7 | 3.9 | 1.3 | 6.2 | 11.8 | -6.0 | -9.4 | -3.3 | 15.7 | -23.6
Cc1ccc(CN2CCc3[nH]c(=S)[nH]c(=O)c3C2)cc1
 : -8.2 | 1.5 | -7.4 | 4.3 | -3.0 | 6.2 | -25.4 | 1.9 | -10.8 | -24.6 | 4.3
O=c1c2ccccc2n2cnnc2n1-c1ccccc1
 : 7.4 | 31.4 | 1.0 | 0.0 | -14.7 | 11.6 | . | -1.9 | 6.2 | -16.4 | 5.9
Cc1cc(C)c2c(n1)nn1c(C3CC3)cc(C(F)(F)F)nc21
 : -5.4 | -23.7 | 10.1 | -9.8 | 12.0 | 3.7 | -26.6 | 1.1 | 13.6 | -3.3 | -8.4
Cc1cnc(C=O)c2cccc([N+](=O)[O-])c12
 : -38.2 | 14.2 | -16.0 | 4.5 | 83.2* | -16.5 | 8.5 | -3.0 | 3.9 | -31.5 | 6.7
CCN(C(=O)c1cc(S(=O)(=O)N2CCCCC2)c[nH]1)c1ccc(OC)cc1
 : -11.9 | 31.1 | 37.8 | -0.5 | 50.4* | 27.5 | 22.9 | 36.2 | 18.2 | -14.1 | 37.0
CCOc1ccc(Cl)cc1CSc1ncn[nH]1
 : 4.9 | 1.9 | 2.7 | 6.3 | 6.9 | 15.4 | -11.2 | 3.5 | -3.3 | -1.4 | 11.8
C/C(=C\c1ccccc1)C(=O)Nc1ccc(S(=O)(=O)Nc2ncccn2)cc1
 : -4.9 | 13.3 | -5.7 | -14.9 | 0.7 | 4.0 | -14.9 | 2.1 | 6.8 | 1.0 | 6.9
Cn1c(SCc2ccc(Br)cc2)nc2c(c1=O)SCC2
 : 11.3 | -3.8 | 2.4 | 2.7 | -28.0 | 14.6 | 12.3 | -6.7 | 11.9 | -17.5 | 22.0
Cc1ccc(S(=O)(=O)N2CCC[C@H]2C(=O)Nc2ccccc2Cl)cc1
 : 11.2 | 6.2 | 15.5 | 11.9 | 6.8 | -13.1 | 7.6 | 19.3 | -0.2 | -1.6 | 12.6
C=CCn1c(SCC(=O)c2[nH]c(C)c(C(C)=O)c2C)nnc1-c1ccncc1
 : 3.4 | 9.4 | -21.8 | 10.1 | -4.5 | -23.6 | 6.6 | -13.2 | -5.1 | 6.9 | -1.9
CCCCn1nc2cc(C(=O)N(CC)c3ccc(OC)cc3)ccc2c1OCC
 : 8.8 | -30.8 | 8.1 | -15.6 | -5.3 | -19.9 | -14.1 | 9.5 | -2.0 | -4.8 | -30.9
COc1ccc(-c2nnc(SCC(=O)NC(C)c3ccccc3)o2)cc1 (centres undefined)
 : -0.7 | 20.9 | -3.2 | 11.3 | 4.3 | -10.9 | -17.1 | 14.2 | 5.6 | -4.1 | 5.5
O=C(/C=C/c1ccc(F)cc1)N1CCN(Cc2ccccc2)CC1
 : 0.6 | -16.2 | -24.2 | -31.1 | 5.5 | -33.4 | -11.4 | -31.0 | . | -12.2 | -20.3
Cc1ccc(C)c(C2=CSC3=NCCN23)c1
 : 10.5 | 9.8 | 7.6 | 23.0 | 11.0 | 11.7 | 11.3 | 3.1 | -4.4 | -4.5 | 4.4
CCS(=O)(=O)N1CCN=C1SCc1cccnc1
 : -0.4 | -12.1 | 5.4 | -12.7 | -5.3 | 0.3 | -7.6 | -26.2 | 6.3 | -3.1 | -10.0
